From PubChem BioAssay
Kir21 inh = inhibitors of mouse Kir2.1 inward-rectifier potassium channel | AID 1672 | B-score at 10 µM | 310,000 compounds, 0.85% hits | P35561 | HEK293-Kir2.1, FluxOR thallium flux fluorescence; hits give low values;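 active means fluorescence ratio B-score at or below minus 3 SD of library scores, with starting-brightness B-score within 2 SD, cut at about -4.2 in these data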;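 further: channel flux triggered by added potassium and thallium sulfate stimulus; B-score of peak minus minimum fluorescence over baseline after thallium stimulus; more negative B-score means stronger Kir2.1 block with less thallium influx; some compounds called inactive have numbers as strong as hits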
Target sequence (P35561 whole entry, looked up): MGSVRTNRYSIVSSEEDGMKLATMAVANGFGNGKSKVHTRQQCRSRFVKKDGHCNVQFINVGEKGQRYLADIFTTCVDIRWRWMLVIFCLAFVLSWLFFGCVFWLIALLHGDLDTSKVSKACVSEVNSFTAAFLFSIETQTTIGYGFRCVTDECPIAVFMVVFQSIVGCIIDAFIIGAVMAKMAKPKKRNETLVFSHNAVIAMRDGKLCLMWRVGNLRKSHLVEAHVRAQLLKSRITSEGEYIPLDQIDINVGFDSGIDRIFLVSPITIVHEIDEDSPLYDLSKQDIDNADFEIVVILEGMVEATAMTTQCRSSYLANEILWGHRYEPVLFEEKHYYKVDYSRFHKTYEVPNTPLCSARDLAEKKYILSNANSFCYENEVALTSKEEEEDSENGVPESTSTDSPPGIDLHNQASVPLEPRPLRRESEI
KCNQ2 inh = KCNQ2 potassium channel inhibitors, primary screen, cell-based, CHO-K1, FluxOR thallium flux, B-score (AID 2156); 20 min; hits give low values; B-score at 10 µM; 310,000 compounds, 1.1% hits;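 active means fluorescence ratio B-score at most minus 3 library SDs, with starting brightness B-score within 2 library SDs, cut at about -5.5 in these data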
Active calls of the source: *; i = inactive.

entry	Kir21 inh	KCNQ2 inh	structure
1	0.01	i	CCOc1cc(C(=O)Nc2c3c(nn2C(C)(C)C)CS(=O)C3)cc(OCC)c1OCC (stereo unspecified)
2	0.56	i	COc1ccc(/C=C/C(=O)NCc2nc3ccccc3[nH]2)cc1OC
3	-0.67	i	Cc1[nH]nc(SCC(=O)NCCc2ccccc2)c1[N+](=O)[O-]
4	0.61	i	NC(=O)COC(=O)c1ccc2noc(-c3ccccc3)c2c1
5	-0.67	i	N#Cc1ccccc1NC(=O)COC(=O)c1ccc2c(c1)OCCO2
6	0.07	i	COc1ccc([C@H](C)NC[C@H](O)c2ccc(O)c(NC=O)c2)cc1
7	1.9	i	CC1CN(C(=O)c2ccc(NS(=O)(=O)c3ccc(F)cc3)cc2)CC(C)O1 (stereo unspecified)
8	-1.1	i	CC(=O)Nc1ccc(C(=O)NCC2(N3CCCCC3)CCCCC2)cc1
9	0.12	i	COCCNC(=O)CCC(=O)NNc1nc2ccccc2c2nc(C)nn12
10	-1.5	i	CCCCOc1ccc(CSCCNC(=S)Nc2ccccc2)cc1
11	-0.37	i	CCc1ccc2c(c1)cc(CN(C(=S)Nc1ccc(Cl)cc1)C1CC1)c1nnnn12
12	-0.85	i	Cc1ccc2cccc(S(=O)(=O)N3CCN(c4cccc(Cl)c4)CC3)c2n1

(next part)
entry	Kir21 inh	KCNQ2 inh	structure
13	0.54	i	O=C(Nc1cccc(NC(=O)c2c(F)cccc2F)n1)c1c(F)cccc1F
14	-1.9	i	CCn1cnc2cc(NS(=O)(=O)c3ccc(OC)c(OC)c3)ccc21
15	-0.12	i	O=C(COC(=O)c1ccccc1SCC(=O)N1CCCC1)Nc1ccccc1C(F)(F)F
16	-0.48	i	O=C1c2ccccc2C2(c3ccccc3)NCCCN12 (stereo unspecified)
17	-0.25	i	Cc1ccc(-c2nc(CS(=O)CC(=O)NCCCc3ccccc3)c(C)o2)cc1 (stereo unspecified)
18	-0.35	i	O=C(CC(C(=O)O)c1cccc(Cl)c1Cl)c1ccccc1 (stereo unspecified)
19	0.82	i	O=C(Nc1cnccn1)c1ccc(Cl)cc1
20	3	i	CCN1CCN(CC(=O)Nc2nc3ccc(C)cc3s2)CC1
21	1.1	i	O=c1[nH]cnc2c1nc(SCc1ccccc1)n2C1OC(CO)C(O)C1O (stereo unspecified)
22	1	i	COc1cc(Cl)c(C)cc1N1C(=O)CN(Cc2ccccc2)C1=S
23	-1.3	i	Cc1ccc(SCC(=O)OCC(=O)N(CC(C)C)C2CCS(=O)(=O)C2)cc1C (stereo unspecified)
24	0.05	i	CC(C)C1Nc2c(C(=O)O)cccc2C(Nc2ccccc2C(=O)O)C1(C)C (stereo unspecified)

Entries of single compounds, quoted from the list:
CCn1cnc2cc(NS(=O)(=O)c3ccc(OC)c(OC)c3)ccc21 is listed with Kir21 inh = -1.9; KCNQ2 inh = i
CCN1CCN(CC(=O)Nc2nc3ccc(C)cc3s2)CC1 is listed with Kir21 inh = 3; KCNQ2 inh = i

Additional records
entry	Kir21 inh	KCNQ2 inh	structure
25	-0.09	i	S=c1nc[nH]c2c1[nH]c1ccccc12
26	0.84	i	CC(=O)c1cccc(NC(=O)Cn2nc(-c3ccccc3Cl)ccc2=O)c1
27	0.12	i	C=CCn1c(SCC(N)=O)nnc1-c1ccccc1O
28	-0.44	i	O=[N+]([O-])c1cccc(/C=N\N=C2c3ccccc3-c3ccccc32)c1O
29	0.61	i	CCCCn1c(N)c(N(CCOC)C(=O)c2ccc(-c3cccc(C(F)(F)F)c3)o2)c(=O)[nH]c1=O
30	1.4	-6.4*	O=C(CCC(=O)c1cccs1)NCc1cccc(C(F)(F)F)c1
31	0.01	i	O=C(CCNC(=O)c1ccc(Br)cc1)NCc1cccnc1
32	-1.2	-8.9*	NC(=O)C1CC(O)CN1c1nc(CN2CCOCC2)nc2scc(-c3ccccc3)c12 (stereo unspecified)
33	-0.44	i	COc1nc(N)c(S(=O)(=O)c2ccccc2C)cc1C#N
34	-1.2	i	NC(=O)c1ccc(NC(=O)CC23CC4CC(CC(Br)(C4)C2)C3)cc1
35	0.07	i	COc1ccc(/C=C/C(=O)Nc2ccc3nc4n(c(=O)c3c2)CCCC4)cc1
36	-0.17	i	CC(C)C[C@@H](CO)N1CCN(Cc2ccc(O)cc2)CCC1=O

Continuation:
entry	Kir21 inh	KCNQ2 inh	structure
37	-0.05	i	CC1CCCC(N2CCN(C(=O)c3cccc(F)c3)CC2)C1 (stereo unspecified)
38	-1.3	i	CC1CCCCC1NC(=O)c1ccc2c(c1)[nH]c(=O)n2C1CCCC1 (stereo unspecified)
39	-0.03	i	O=c1c2cc3ccccc3n2cnn1Cc1ccccc1F
40	0.11	i	O=C(NC(NC(=S)Nc1ccccc1Cl)C(Cl)(Cl)Cl)c1cccc(Cl)c1 (stereo unspecified)
41	0.3	i	O=C(COc1ccc2c3c(c(=O)oc2c1)CCCC3)N[C@@H](Cc1ccccc1)C(=O)O
42	0.91	i	COC(=O)c1c(NC(=O)C2CC(=O)NN2Cc2ccccc2)sc(C)c1C (stereo unspecified)
43	0.01	i	CCOc1ccccc1NC(=O)C(NCCc1ccc(OC)cc1)c1ccccc1 (stereo unspecified)
44	-0.67	i	O=C(/C=C/c1cccc(F)c1)N(c1ccccn1)C1CCCCC1
45	-0.73	i	COc1ccc(C2C(C(=O)N3CCC(C(N)=O)CC3)CC(=O)N2c2ccc(OC)cc2)cc1 (stereo unspecified)
46	0.7	i	NS(=O)(=O)c1ccc(NNC(=O)c2ccccc2)cc1
47	1.1	i	O=C(Oc1ccc(-c2nnco2)cc1)c1ccc(Br)o1
48	-0.21	i	CCn1c(CC(=O)Nc2cccc(OC)c2)nnc1SCC(=O)Nc1nccs1

3 compounds already listed, arranged by the value under Kir21 inh, highest first.
item | SMILES | Kir21 inh | KCNQ2 inh
42 | COC(=O)c1c(NC(=O)C2CC(=O)NN2Cc2ccccc2)sc(C)c1C (stereo unspecified) | 0.91 | i
43 | CCOc1ccccc1NC(=O)C(NCCc1ccc(OC)cc1)c1ccccc1 (stereo unspecified) | 0.01 | i
48 | CCn1c(CC(=O)Nc2cccc(OC)c2)nnc1SCC(=O)Nc1nccs1 | -0.21 | i

Next structures
entry	Kir21 inh	KCNQ2 inh	structure
49	1.5	i	CC(/C=N\NC(=O)c1cccnc1)c1ccccc1 (stereo unspecified)
50	1.7	i	COc1ccc2oc(C(=O)OCc3nnc(-c4ccccc4)o3)c(C)c2c1
51	-1.9	i	CC1(C)CN(c2ccccc2)N(Cc2ccc(F)cc2)C1=O
52	2.5	i	CC(C)CCNC(=O)CCc1nnc2ccc(N3CCC(C)CC3)nn12
53	-0.43	i	Cc1cccc(C(C)C)c1NC(=O)Cc1ccc(S(=O)(=O)N2CCOCC2)s1
54	0.6	i	Cc1nn2cnnc2c(C)c1Cc1ccc(Cl)cc1
55	0.2	i	COC(=O)Cn1cc(/C=C/[N+](=O)[O-])c2ccccc21
56	0.95	i	COC(=O)C1C2C=CC3(CN(C4CCCC4)C(=O)C13)O2 (stereo unspecified)
57	-0.05	i	CC1CC(C)CN(C(=O)C2CCC(CNS(=O)(=O)c3ccccc3)CC2)C1 (stereo unspecified)
58	0.11	i	Cc1ccc(NC2=NCC(=O)N2C2CCCC2)cc1C
59	1.5	i	Cc1ccccc1Nc1nc(-c2sc(NC(=O)c3ccc([N+](=O)[O-])cc3)nc2C)cs1
60	2.1	i	COc1ccc(/C=C/C(=O)NC(=S)NNC(=O)c2ccco2)cc1

The listing continues:
entry	Kir21 inh	KCNQ2 inh	structure
61	0.16	i	O=C1CCCN1CCCNc1ccc(S(=O)(=O)N2CCCCC2)cn1
62	2.5	i	O=C(NCC1CCCO1)C1CC(=O)N(C2CCCC2)C1 (stereo unspecified)
63	-1.7	i	c1ccc(Cc2nnc3sc(-c4ccco4)nn23)cc1
64	0.14	i	Cn1cc(C(=O)C(=O)N2CCOCC2)c2ccccc21
65	0.67	i	Cc1ccc(/C=C/C(=O)NCCCN2CCN(CCCNC(=O)/C=C/c3ccc(C)o3)CC2)o1
66	0	i	CCOC(=O)c1sc(NC(=O)c2ccc(S(=O)(=O)N3CCCCC3)cc2)nc1-c1ccccc1
67	0.35	i	CC(=O)N1CCC(N(CCN2CCOCC2)C(=O)Nc2ccc(Cl)c(Cl)c2)CC1
68	0.26	i	CCOCCCn1cc(C(=O)c2cc(Br)ccc2O)cc(C#N)c1=O
69	0	i	N#Cc1ccsc1NC(=O)C1CCN(C(=O)c2ccc(Cl)cc2)CC1
70	0.35	i	COc1cc(CN(C)c2ncnc3sccc23)ccc1OC(F)F
71	0.56	i	CCCCC(=O)Nc1ccc(NC(=O)CC)cc1OC
72	1.1	-7.2*	CCOC(=O)C1CCN(c2c(C(=O)c3ccccc3)cnc3ccc(CC)cc23)CC1

Other structures:
entry	Kir21 inh	KCNQ2 inh	structure
73	0.65	i	O=c1cc(-c2ccc(F)cc2F)[nH]c2ccccc12
74	0.51	i	Cc1cc(NC(=O)CN2C(=O)NC(C)(c3ccc(Cl)cc3)C2=O)no1 (stereo unspecified)
75	0.13	i	O=[N+]([O-])C(=C1NCCN1)C(Cl)=C(Cl)Cl
76	1.4	i	CCc1cccc(NC(=O)CSc2nnc(Cc3ccc(OC)cc3)c(=O)[nH]2)c1
77	-0.01	i	COC(=O)[C@@H]1CC[C@H](C)[C@@H](c2ccc(C)cc2)N1C(=O)c1ccc(/C=N/O[C@@H](C)c2cn([C@H](CO)Cc3ccccc3)nn2)cc1
78	2.5	i	CC(C)(C)N1C(=O)c2ccc(C(=O)Nc3ccc(C(=O)O)cc3)cc2C1=O
79	-0.35	i	O=C(NCc1ccco1)C(c1ccncc1)N(C(=O)Cc1cccs1)c1ccccc1 (stereo unspecified)
80	0.64	i	Cc1c(NC(=O)N(C)C)c(=O)n(-c2ccccc2)n1C
81	0.61	i	C=CCC1(CC=C)CCCN1C(=O)c1cc(COc2ccccc2SC)on1
82	0.45	i	N/C(=N/OC(=O)c1cccc([N+](=O)[O-])c1)c1cccc([N+](=O)[O-])c1
83	1	i	O=C(Cc1ccc(Cl)cc1)NNS(=O)(=O)c1ccc([N+](=O)[O-])cc1
84	-0.88	i	Nn1c(-c2ccc(F)cc2)nc2ccccc2c1=O

2 entries from above, reformatted.
82) N/C(=N/OC(=O)c1cccc([N+](=O)[O-])c1)c1cccc([N+](=O)[O-])c1
  Kir21 inh = 0.45	KCNQ2 inh = i
83) O=C(Cc1ccc(Cl)cc1)NNS(=O)(=O)c1ccc([N+](=O)[O-])cc1
  Kir21 inh = 1	KCNQ2 inh = i

Later entries.
entry	Kir21 inh	KCNQ2 inh	structure
85	-0.68	i	COc1cccc(/C=N/NC(=O)c2ccccc2)c1OS(=O)(=O)c1ccccc1
86	0.1	i	CCn1c(=O)n(CC(=O)Nc2cc(OC)ccc2OC)c(=O)c2ccccc21
87	0.75	i	O=C(NC1CCCC1)C1CCCN1C(=O)Nc1ccccc1 (stereo unspecified)
88	2.2	i	COc1ccc(/C=C/C(=O)Nc2ccc(-n3nncc3-c3ccccc3)cc2)cc1OC
89	0.09	i	c1ccc2c(c1)nc1n2CCN1
90	0.02	i	COc1ccc(C(CNC(=O)c2ccc(Cl)c(NC(=O)c3cccs3)c2)N2CCCC2)cc1 (stereo unspecified)
91	1.9	i	Cc1cc(F)ccc1NCc1ccc([N+](=O)[O-])cc1
92	-0.44	i	O=C1c2ccccc2NC(c2ccccc2O)N1c1ccc(F)cc1 (stereo unspecified)
93	-0.02	i	CCCOc1ccccc1OCC(=O)Nc1cc(Cl)ccc1-n1cncn1
94	0.53	i	COc1ccc(N2CCN(c3ccc([N+](=O)[O-])cc3Cl)CC2)cc1
95	-0.94	i	COc1ccc(C(=O)Nc2cc(C(F)(F)F)ccc2-n2cnc3ccccc32)cc1
96	-1.5	i	CCOC(=O)c1sc(=NC(=O)c2ccc(OC)c(OC)c2)n(C)c1C

Going on with the list.
entry	Kir21 inh	KCNQ2 inh	structure
97	0	i	CCOC(=O)/C=C1\SCC(=O)N1CC(=O)NCc1ccc(OC)c(OC)c1
98	-0.87	i	C/C(=C\C(=S)Nc1ccccc1)Nc1ccccc1
99	0.98	i	Cc1ccccc1NC(=O)Cn1nnc(-c2ccc(CN3CCC(C)CC3)cc2)n1
100	0.96	i	CC(=O)Nc1ccc(NC(=O)C2CCCN2C(=O)NCc2ccccc2)cc1 (stereo unspecified)
101	-0.19	i	COc1ccc(-n2c(=S)[nH]c3cc(C(=O)Nc4cc(C(N)=O)ccc4OC)ccc3c2=O)c(OC)c1
102	-0.63	i	CCC(=O)N1CC2(CC(c3cccc(NC(=O)CC(c4ccccc4)c4ccccc4)c3)=NO2)C[C@H]1C(N)=O (stereo partly specified)
103	-0.8	i	O=C(N/N=C/c1cccnc1)c1ccc(Cl)c(Cl)c1
104	-0.35	i	O=C(Oc1ccc(F)c(F)c1)c1ccc2c(=O)n3c(nc2c1)CCC3
105	-0.35	i	COC(=O)c1ccc(CSc2nnc3sc4ccccc4n23)o1
106	1.9	i	COc1cccc(/C=N/N2C(=O)NC3(CCCCC3)C2=O)c1O
107	1.4	i	Cc1ccc(N/C=C/C(=O)c2ccccc2)cc1Br
108	-0.09	i	CN1CCC(=O)N([C@H](CC#N)c2ccccc2)CC1

New compounds follow
entry	Kir21 inh	KCNQ2 inh	structure
109	-0.34	i	C=CCSC1=N/C(=C\c2ccc(C(=O)O)cc2)C(=O)S1
110	-2.4	i	CCc1nnc(NC(=O)c2cc(S(=O)(=O)N3CCOCC3)ccc2N2CCCCC2)s1
111	-2.8	i	O=C1N=C(N2CCOCC2)S/C1=C\c1cccnc1
112	-1.1	i	CC12CCC(C(=O)Nc3cccc4ccccc34)(C1Br)C2(C)C (stereo unspecified)
113	-0.18	i	COc1ccc(CCNC(=O)/C=C/c2ccco2)cc1
114	1.1	i	O=[N+]([O-])c1ccc(/C=N/Nc2ccc3ccccc3c2)o1
115	-0.3	i	COc1ccc(-c2ccc(NS(=O)(=O)c3cccc([N+](=O)[O-])c3)cc2)nn1

Copied from the list:
C=CCSC1=N/C(=C\c2ccc(C(=O)O)cc2)C(=O)S1 in Kir21 inh reads -0.34
COc1ccc(CCNC(=O)/C=C/c2ccco2)cc1 in Kir21 inh reads -0.18
